TCR act – T cell receptor activation; primary human leukocytes, anti-CD3, IL-2 HTRF, 48 h; Potency, µM (series often up to 9.22 µM), for inactives: top-dose activation of IL-2 secretion, actives largely listed as activators; 330,000 tested, under 10 active; AID 504894; note: % of control where 0% means no effect
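Compounds are tested in HTS on primary human leukocytes co-incubated with a-CD3 beads for 48 hr. IL-2 output is measured by time-resolved FRET.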
AT treatment – potential ataxia-telangiectasia treatment; […] A-T fibroblasts, KAP-1 phosphorylation AlphaLISA; neocarzinostatin DNA damage 30 min before lysis; Potency, µM (doses to about 57.5 µM), for the others: at the highest dose activation, hits mostly activators; hit rate 0.19% among 320,000; note: potency is the fitted concentration of half-maximal effect; % of control where 0% means no effect; nearly all actives have a fitted effect of over 45% in size
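ATM-like activity read as KAP-1 phosphorylation via AlphaLISA donor/acceptor antibody pairs after lysis and 6 hr at 25C. Cells were ATM-null patient fibroblasts ([…], hTERT), dosed 60 min, then exposed to the DSB inducer NCS for 30 min.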
p53 reactivator – mutant p53 re-activation in reporter cells; Potency, µM (titrated, usually from 92.2 µM), for inactives: at the top dose activity change, positive = activation, actives largely listed as activators; H1299 p53-A138V BP100-luciferase reporter, luminescence, 24 h; hit rate 0.063% among 320,000; note: potency is the fitted concentration of half-maximal effect; % of control where 0% means no effect; nearly all actives have a fitted effect of over 45% in size
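H1299 (p53-null), stable ts p53-A138V + BP100-Luc; 1000 cells/well, Opti-MEM/10% FBS; cpd 4 pt, 1:5; 24 h, 37 deg C, 5% CO2; detection reagent 10 min RT; luminescence.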
B2AR arrestin – recruits beta-arrestin to the human beta2-adrenergic receptor; AID 492947; Potency, µM (highest dose often 46.1 µM), for inactives: at the highest dose activation, hits mostly activators; beta-arrestin recruitment to beta2AR, cell-based reporter; hit rate 0.02% among 330,000; P07550;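 note: potency is the fitted concentration of half-maximal effect; 0% = DMSO controls and full agonism = EC100 isoproterenol or metaproterenol; nearly all actives have a fitted effect of over 65% in size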
Target sequence (P07550 whole entry, looked up): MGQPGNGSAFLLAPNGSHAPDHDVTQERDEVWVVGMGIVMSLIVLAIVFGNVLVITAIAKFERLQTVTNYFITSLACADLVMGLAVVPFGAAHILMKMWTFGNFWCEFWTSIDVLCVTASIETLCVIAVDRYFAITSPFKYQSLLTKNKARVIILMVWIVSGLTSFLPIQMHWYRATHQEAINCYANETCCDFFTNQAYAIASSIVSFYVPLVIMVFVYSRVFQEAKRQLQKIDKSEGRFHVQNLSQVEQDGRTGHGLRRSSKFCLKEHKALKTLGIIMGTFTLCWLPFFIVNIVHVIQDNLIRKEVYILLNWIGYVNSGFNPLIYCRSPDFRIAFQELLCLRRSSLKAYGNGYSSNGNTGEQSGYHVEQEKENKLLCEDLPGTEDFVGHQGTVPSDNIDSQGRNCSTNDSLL
ELG1 repair inh – ELG1-dependent DNA repair inhibition; HEK293T ELG1-luciferase reporter, luminescence, 16 h; DNA damage induced by 5-fluorouridine; Potency, µM (series often up to 46.1 µM), inactives show at the highest dose activity change, negative = inhibition, most hits filed as inhibitors; hit rate 2.3% among 330,000; note: potency is the fitted concentration of half-maximal effect; % is set by controls: 0 for no effect and ±100 for the full control effect; nearly all actives have a fitted effect of over 55% in size
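DMSO vehicle served as the neutral condition. Each well held 2,000 cells given 5-fluorouridine plus compound; after 16 hr at 37 °C/5% CO2, ONE-Glo was added and luciferase measured 30 min later.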
Integrin act MD – integrin-mediated muscular dystrophy alleviation activation | hit rate 0.064% among 350,000 | alpha7betagal myoblasts, beta-gal FDG fluorescence, 48 h | Potency, µM (highest dose often 38.3 µM), inactives show top-dose activation, hits mostly activators;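 note: potency is the fitted concentration of half-maximal effect; 100% = response of the positive control SU9516; nearly all actives have a fitted effect of over 60% in size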
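alpha7betagal+/- myoblasts (passage 13, 250/well) treated 48 h at 37C with compounds at 1:260 dilution of DMSO stock. Lysed, then beta-galactosidase activity read as FDG fluorescence (ex 480/em 540) after 30 min, with pre-read for autofluorescence.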
CXXC DNA block – inhibitors of human MLL CXXC domain-DNA interaction | Q03164 | MLL-CXXC / FITC-HOXA9 DNA fluorescence polarization | Potency, µM (highest dose often 115 µM), for inactives: top-dose activity change, negative = inhibition, most hits filed as inhibitors | hit rate 0.037% among 290,000 | AID 2662; active = well fitted inhibition curve with a large enough effect in the polarisation, with a control signal flat, not every such curve was filed as active; inconclusive = small, poorly fitted or top-dose-only effect, or effect the other way, or a change in a side signal; inactive = no such curve, though single readings can be large or run the other way; the % refers to the polarisation; note: potency is the fitted concentration of half-maximal effect
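Steps: dispense CXXC domain solution (7 uM) → pin compounds or unlabeled HOX-A9 DNA control → 5 min ambient → add FLSN-HOX-A9 solution (50 nM) → spin → 30 min ambient → fluorescence polarization. Tris pH 7.5/NaCl/DTT/BSA buffer.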
BRCA1 expr up – increases BRCA1 expression. MCF7-BRCA1-FFLuc reporter, luminescence, 48 h; response scale: scaled: vehicle 0%, 10 µM genistein 100%. Potency, µM (top dose mostly 46.1 µM), without a hit: at the top dose activation, actives largely listed as activators. hit rate 1.1% among 380,000. AID 624202; note: potency is the fitted concentration of half-maximal effect; nearly all actives have a fitted effect of over 80% in size; some results filed as inactive show a strong effect at the top dose
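MCF7-BRCA1-FFLuc, 2000 cells/well; 2 h attach, 37 °C/5% CO2; compound 48 h; luciferase substrate 15 min; luminescence end-point. Norm. to genistein 10 microM max activation and DMSO; concentration-response curves fitted.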
TRPV1 agonist – human TRPV1 agonism. Q8NER1. TRPV1-expressing cells, Fluo-8 calcium influx, agonist mode. activation, % at 8.33 µM. hit rate 0.19% among 320,000; in the data active = activation above about 80%; inconclusive = between about 30% and that limit; note: 0% is about no effect
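TRPV1-expressing cells were cultured overnight at 35.5C and loaded with Fluo-8 calcium dye for 40 to 90 min at room temperature. After a 10 s baseline, compound was added and calcium influx was read kinetically for 3 min (ex 480/em 520 nm).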
TSG101-PTAP inh – blocks PTAP/TSG101 interaction to inhibit HIV-1 budding; Potency, µM (highest dose often 115 µM), inactives show top-dose activity change, negative = inhibition, usual class: inhibitors; Fluorescence polarization, FITC-PTAP peptide / Tsg101 binding; 340,000 tested, under 10 active; Q99816; active = well fitted inhibition curve with a large enough effect in the main read-out, with a control signal flat, not every such curve was filed as active; inconclusive = small, poorly fitted or top-dose-only effect, or effect the other way, or a change in a side signal; inactive = no such curve, though single readings can be large or run the other way; note: potency is the fitted concentration of half-maximal effect; % of control where 0% means no effect
Target sequence (Q99816 whole entry, looked up): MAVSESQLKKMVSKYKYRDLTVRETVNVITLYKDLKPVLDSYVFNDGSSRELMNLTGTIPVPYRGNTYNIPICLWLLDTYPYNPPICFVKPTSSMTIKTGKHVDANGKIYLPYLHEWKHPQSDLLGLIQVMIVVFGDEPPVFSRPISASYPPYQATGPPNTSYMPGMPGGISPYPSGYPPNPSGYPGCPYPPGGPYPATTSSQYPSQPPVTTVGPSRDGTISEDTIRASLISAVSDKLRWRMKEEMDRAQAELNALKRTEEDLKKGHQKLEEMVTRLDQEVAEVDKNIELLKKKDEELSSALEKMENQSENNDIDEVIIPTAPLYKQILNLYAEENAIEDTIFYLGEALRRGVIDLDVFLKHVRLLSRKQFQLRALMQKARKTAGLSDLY
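Fluorescence polarization binding of Tsg101 binding domain (10 uM final) to FITC-labeled PTAP peptide (50 nM final) in HEPES pH 7.5 buffer with NaCl, Tween 20, EDTA, TCEP. Compounds added before peptide; binding 20 min at RT.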
Active calls of the source: *; u = inconclusive; x = no result given; [ ] = another dose, or the depositor's remark. Unless noted, calls come from the whole dose curve; as a rule, active = well fitted curve in the direction sought with a large enough effect; inconclusive = small, poorly fitted or top-dose-only effect, or another doubt; inactive = no such curve, though single readings can be large; an effect the other way counts as inactive or inconclusive.

SMILES	TCR act	AT treatment	p53 reactivator	B2AR arrestin	ELG1 repair inh	Integrin act MD	CXXC DNA block	BRCA1 expr up	TRPV1 agonist	TSG101-PTAP inh
Cc1cc(OCCCCCNCCO)ccc1Cl	2%[46.1 µM]	3%	-16%	-0.1%	u	-64%[inhibitor]	-4%	0%	3	1%
Cn1nnnc1SCc1ccc(C(=O)Nc2ccc(Br)cc2)cc1	-1%	-2%	12%	-1.1%	u	15%	1%	10µM*	x	-5%
O=C(O)C1CC(=O)N(c2ccc(OCc3ccc(Br)cc3)cc2)C1 (stereo unspecified)	3%	4%	-4%	-0.6%	3%	-4%	-14%	-15%	-3	0%
CCn1c(=O)c2cc(S(=O)(=O)NCCOc3ccccc3)ccc2n(CC)c1=O	0%	-3%	-9%	0.3%	0%	-9%	24%	3%	6	-2%
O=C(CSC(=S)N1CCOCC1)c1ccccc1	-5%[46.1 µM]	-4%	7%	-0.1%	u	-6%	-5%	u	1	-4%
O=c1[nH]c(NCc2ccco2)nnc1Cc1ccccc1Cl	7%	x	x	x	x	-16%	1%	-65%	-2	-5%
C=C(C)c1cccc(C(C)(C)NC(=O)NC2CCCC2)c1	18%[46.1 µM]	3%	-9%	0.3%	7%	4%	10%	-13%	30	-1%
CN(Cc1ccccc1)C(=C(Cl)Cl)C(=C1NCCN1)[N+](=O)[O-]	-1%	-4%	0%	0.1%	8%	-17%	3%	3%	-3	-2%
O=c1cc(CCl)[nH]c2nc3ccccc3n12	11%	-3%	11%	-1.2%	-9%	u	1%	-19%	1	-6%
O=C(O)c1cc2cc(Oc3ccccc3)ccc2[nH]1	x	8%	x	0.6%	-4%	-7%	u	-5%	1	-1%
Cc1ccc(NC(=O)Cc2nc(COC(=O)c3c(F)cccc3Cl)cs2)cc1	2%	1%	-4%	-0.1%	18µM*	-5%	x	-3%	x	2%
COCC(C)n1c(COc2ccccc2F)nnc1SCC(=O)c1c(N)n(C)c(=O)n(C)c1=O (stereo unspecified)	-14%	-1%	-1%	-0.1%	u	-12%	-5%	-17%	-3	-4%

Reformatted with values under each structure: entries from further up.
Each structure is followed by: TCR act	AT treatment	p53 reactivator	B2AR arrestin	ELG1 repair inh	Integrin act MD	CXXC DNA block	BRCA1 expr up	TRPV1 agonist	TSG101-PTAP inh
COCC(C)n1c(COc2ccccc2F)nnc1SCC(=O)c1c(N)n(C)c(=O)n(C)c1=O (stereo unspecified)
 : -14%	-1%	-1%	-0.1%	u	-12%	-5%	-17%	-3	-4%
O=C(O)C1CC(=O)N(c2ccc(OCc3ccc(Br)cc3)cc2)C1 (stereo unspecified)
 : 3%	4%	-4%	-0.6%	3%	-4%	-14%	-15%	-3	0%

(list continues)
SMILES	TCR act	AT treatment	p53 reactivator	B2AR arrestin	ELG1 repair inh	Integrin act MD	CXXC DNA block	BRCA1 expr up	TRPV1 agonist	TSG101-PTAP inh
CCCCCCS(=O)Cc1ccccc1 (stereo unspecified)	2%	0%	12%	0.1%	u	1%	6%	1%	0	0%
O=C(CCc1ccccc1)NCCSCc1c(F)cccc1Cl	1%[46.1 µM]	10%	-9%	0.0%	17%	22%	-9%	12%	1	-1%
Cc1cc(C)n(C(=O)CNC(=O)/C=C/c2ccccc2)n1	-2%	2%	0%	-0.4%	-1%	0%	-1%	-18%	-1	-1%
Cc1cccc(/C=N\N=C\c2cccc(C)c2)c1	-3%	0%	10%	5.9%	u	u	-2%	25%	1	-2%
CCC(C)c1c(O)nc(SCC(=O)c2ccccc2)[nH]c1=O (stereo unspecified)	x	-29%	u	0.4%	u	-25%	-8%	-3%	2	x
CC1(C)Cc2c(c(=S)nc(-c3ccccc3)n2CCN2CCOCC2)CO1	-1%	3%	2%	0.1%	-11%	-7%	-3%	0%	2	-8%
CCOc1ccccc1NC(=O)COc1ccc2c(c1)OCO2	-2%	1%	14%	-0.9%	11%	7%	-3%	-8%	17	0%
CCOc1ccc(Cl)cc1S(=O)(=O)n1nnc2ccccc21	3%	0%	13%	0.0%	-10%	0%	-4%	5%	5	0%
COc1ccc(C(=O)NNC(=O)C(=O)N2CCCCC2)cc1OC	-6%	-5%	0%	0.4%	-4%	-12%	-16%	-17%	-5	0%
Cc1ccccc1N(C(=O)c1csnn1)C(C(=O)NC(C)(C)C)c1ccncc1 (stereo unspecified)	6%	0%	-2%	-0.4%	0%	-8%	12%	-12%	1	1%
CCOC(=O)c1sc(=NC(=O)c2ccccc2)n(C)c1C	3%	1%	u	0.1%	u	3%	-1%	-2%	2	-1%
C(=C\c1nc(-c2ccncc2)no1)/c1ccccc1	-23%	-2%	4%	0.2%	5%	26%	-2%	u	0	-3%
COc1ccc(N(CC(=O)NCc2ccco2)S(=O)(=O)c2c(C)nn(C)c2C)cc1	9%	28%	-2%	-0.1%	u	3%	-9%	-6%	x	-1%
Cc1cccc(C(=O)NNC(=O)CSc2nnc(C(C)C)n2C)c1	1%	3%	3%	0.4%	20%	-12%	-3%	7%	-1	1%
Cc1cccc(C(C)C)c1NC(=O)C1CCN(S(=O)(=O)c2ccccc2)CC1	-2%	11%	-8%	-0.7%	u	12%	6%	-26%	7	-3%
COCC(C)NC(=O)c1cc(-c2ccc(O)cc2)on1 (stereo unspecified)	0%	-45%[inhibitor]	u	-0.3%	u	-23%	4%	u	x	0%
Cc1cc(N2CCN(C(=O)Nc3ccccc3C#N)CC2)c2ccccc2n1	2%	0%	-34%[inhibitor]	2.4%	-27%	-2%	3%	-1%	-2	-2%
CNc1oc(Cc2ccccc2)nc1S(=O)(=O)c1ccc(Cl)cc1	x	3%	10%	0.0%	-7%	12%	7%	-19%	13	-5%
Cc1ccc(C(=O)N2CCN(Cc3ccc4c(c3)OCO4)CC2)cc1C	-6%	3%	x	-0.7%	-11%	-25%	1%	-5%	2	-7%
CCOC(=O)C1CCN(C(=O)c2cccc(NS(=O)(=O)c3ccc(Br)cc3)c2)CC1	-8%	-3%	-3%	-0.4%	3%	31%	x	0%	0	-6%
C=CCNC(=O)CN1CCN(Cc2ccc3c(c2)OCO3)CC1	-1%	-1%	14%	0.0%	4%	16%	-6%	23%	0	-1%
CCN(CC)C(=O)COc1ccc(Br)cc1Cl	2%	17%	-4%	-0.2%	11%	19%	-4%	2%	9	-9%
CC(C)(OC(=O)c1ccc(C#N)cc1)c1cc2ccccc2c(=O)o1	-6%	4%	2%	0.0%	25%	34%	x	6%	14	-1%
O=C(Cn1cnc2c(cnn2-c2ccccc2)c1=O)NCc1ccccc1	-2%	-10%	4%	0.2%	-1%	-9%	-3%	-18%	1	-4%
O=S1(=O)C=C(Sc2nc3cc(Cl)ccc3o2)c2ccccc21	-2%	-1%	-33%[inhibitor]	5.5%	21µM*	-43%[inhibitor]	13%	-99%	11	2%
O=C(Nc1nc(-c2ccco2)c(-c2ccco2)s1)c1ccco1	10%	2%	3%	-0.4%	u	-4%	x	-42%	9	-1%

6 entries from above, arranged by the value under Integrin act MD, rising:
molecule	Integrin act MD
Cc1cccc(C(=O)NNC(=O)CSc2nnc(C(C)C)n2C)c1	-12%
O=C(Cn1cnc2c(cnn2-c2ccccc2)c1=O)NCc1ccccc1	-9%
O=C(Nc1nc(-c2ccco2)c(-c2ccco2)s1)c1ccco1	-4%
Cc1cc(N2CCN(C(=O)Nc3ccccc3C#N)CC2)c2ccccc2n1	-2%
CNc1oc(Cc2ccccc2)nc1S(=O)(=O)c1ccc(Cl)cc1	12%
CCN(CC)C(=O)COc1ccc(Br)cc1Cl	19%

BRCA1 expr up: entries above that show a hit.
structure | TCR act | p53 reactivator | B2AR arrestin | Integrin act MD | CXXC DNA block | BRCA1 expr up | TRPV1 agonist | TSG101-PTAP inh
Cn1nnnc1SCc1ccc(C(=O)Nc2ccc(Br)cc2)cc1 | -1% | 12% | -1.1% | 15% | 1% | 10µM* | x | -5%
